NCI-60 one-dose screen, 48 h, at 10 µM unless noted. Numbers give growth in % (100 = growth as untreated, 0 = no growth, -100 = all killed).
CAKI-1: CAKI-1 renal cancer; 4.7% of 75,000 active; AID 1794772
A498: A498 renal cancer cells; 5.4% of 76,000 active; AID 1794774
SN12C: SN12C renal cancer cells. AID 1794767. 3.8% of 81,000 active
TK-10: TK-10 renal cancer cells; 3.9% of 81,000 active
786-0: 786-0 renal cancer cells | 5.1% of 81,000 active | AID 1794775
UO-31: UO-31 renal cancer; AID 1794768; 5.2% of 81,000 active
ACHN: ACHN renal cancer. 4.9% of 81,000 active
RXF 393: RXF 393 renal cancer cells; 6.9% of 77,000 active
Active calls of the source: *; · = no result given; & = joins results of further samples. The calls were made as follows: active = growth percent below 10; inactive = the rest.

SMILES	CAKI-1	A498	SN12C	TK-10	786-0	UO-31	ACHN	RXF 393
CC1(O)CCCC1(C)O (configuration not stated)	98	80	99	103	103	88	104	102
Fc1ccc(-c2nn3c(-c4cc(C(F)(F)F)cc(C(F)(F)F)c4)nnc3s2)cc1	70	-18*	47	-40*	·	29	12	·
C[N+](C)(C)Cc1ccccc1C(=O)c1ccccc1	106	92	96	108	·	95	114	109
N#Cc1nc(-c2ccc(F)cc2)oc1S(=O)(=O)N1CCOCC1	78	128	82	-81*	88	82	-100*	-28*
Cc1ccc(NC(=O)CSC(N)=O)cc1	105	101	94	107	95	82	111	120
CC(C)CSc1ncnc2nc[nH]c12	99	87	95	82	94	94	90	92
COc1cccc(-c2nn(C(C)(C)C)cc2-c2ccnc(NCCCNS(=O)(=O)c3ccc(F)cc3)c2)c1	88&95	87&94	92&104	111&99	86&102	63&92	97&111	94&109
COc1ccc(C)cc1NC(=O)ON=C1CCCCC1	92	102	104	110	108	96	101	111
COc1cc(C2CC(c3ccc(F)cc3)=Nc3c(N)nc(N)nc3N2)ccc1Oc1nc(NCCO)nc(N2CCOCC2)n1 (configuration not stated)	82	98	105	102	90	88	105	89
CC1=CC(=O)C=CC1=Nc1ccc(N(C)C)cc1	67&87	121&93	46&91	115&126	76&95	51&66	55&97	51&93
O=C1c2ccccc2C(=O)c2c(O)c(S(=O)(=O)O)cc(O)c21	119	123	98	153	98	85	101	·
Cc1cc2nc(NC(=O)CN3CCN(CCN4C(=O)c5cccc6cccc(c56)C4=O)CC3)sc2cc1C	88	·	73	95	83	68	85	87
CCN(CC)C(=O)c1ccc2c(c1)nc(-c1cc3ccccc3[nH]c1=O)n2-c1cc(C(C)(C)C)[nH]n1	100	96	99	107	98	96	104	103
CCCCCCSc1cc(=O)[nH]c(N)n1	·	81	92	85	95	84	·	108
c1ccc2c(c1)oc1cc3c(cc12)nnc1cccn13	91	111	103	122	121	65	100	127
N#CCCN1C/C(=C/c2ccc(Cl)cc2)C(=O)/C(=C/c2ccc(Cl)cc2)C1	-9.2*	-68*	-75*	-41*	-71*	-96*	-71*	-94*
COc1ccc2c(c1)c(C#N)cc[n+]2C	85	85	91	104	95	79	99	92
CC1(COc2ccc3ncc(C#Cc4cncc(C(=O)Nc5cccc(C(F)(F)F)c5)c4)n3n2)COC1	82	·	62	128	98	58	72	-4.7*
CSCCC(NC(=O)c1ccccc1)C(=O)N/N=C1\SCC(=O)N1C (configuration not stated)	100	115	104	106	106	86	110	104
CC(=O)Nc1nc(-c2ccc(N3CCCC(C)C3)c(NS(=O)(=O)c3cccc4c(N(C)C)cccc34)c2)cs1 (configuration not stated)	67	94	83	110	96	78	87	87
COc1cc(-c2ccc(-c3ccc(C(=N)N)s3)s2)cc(OC)c1OC	42	85	60	83	9.3*	67	2.6*	54
Cc1oc2nc[nH]c(=O)c2c1C(=O)/C=C/c1ccccc1	86	106	100	178	103	75	98	·
CCOC(=O)c1c(NC(=O)c2cccc(C(F)(F)F)c2F)sc2c1CCC(=O)C2	90	111	103	138	113	95	87	140
CC1(C)[C@@H]2CC[C@@]1(C)C(=O)C2	117	109	94	108	·	84	109	103
CC(C)(C)CC(C)(C)SSc1n[nH]c(=S)s1	93	106	102	100	108	82	100	68
COc1cc(C(=O)n2nc(NCCCc3ccccc3)c3cc(N)ccc32)cc(OC)c1OC	93	89	99	98	96	69	91	101
CCC(C#N)(c1ccccc1)c1ccccc1	103	121	95	108	106	96	101	109
N#CCCN(CCC#N)S(=O)(=O)c1ccc(Nc2ccc(O)c3c2C(=O)c2ccccc2C3=O)cc1	·	97	60	94	96	71	59	76
O=c1c(-c2n[nH]c(=S)o2)cnc2n1CCCCC2	98	·	101	109	106	90	105	104
NC(=O)c1cc2c(n1Cc1ccccc1)-c1nc(Nc3ccccc3)ncc1CCC2	75	31	71	108	77	50	73	63
CCOC(=O)C(C(C)=O)C(C(C)=O)C(=O)OCC (configuration not stated)	100	92	102	94	99	77	113	100
CCOC(=O)c1cnc2ccc(OC)cc2c1Nc1ccc(N2CCN(C)CC2)cc1	94	98	98	102	95	103	100	99
CCCCn1c(=O)[nH]c2c(c1=O)C(c1ccc(Cl)cc1)c1c([nH]c(=O)n(CCCC)c1=O)N2	96	103	·	91	93	95	105	109
O=C(O)c1cc(=O)[nH]cn1	93	84	112	103	104	97	104	111
O=C1/C(=C/c2cccs2)SC(=S)N1N1CCOCC1	93	95	93	85	101	82	111	89
Nc1nc(Nc2ccc(Cl)c(Cl)c2)nn1Cc1cccc(Br)c1	34	65	52	90	63	39	43	61
O=C(CBr)c1ccc(OC(=O)c2ccccc2)cc1	100	74	103	117	·	·	97	119
O=C(CCN1C(=O)/C(=C/c2ccccc2)SC1=S)NCCCN1CCOCC1	95	101	93	109	103	79	91	102
C=C(C)[C@@H]1C[C@@H]2Cc3ccc(Cl)c(C)c3N1O2	90	83	97	54	98	99	97	99
O=C(CN1C(=O)NC2NC(=O)NC21)N/N=C/c1cccc([N+](=O)[O-])c1 (configuration not stated)	86	96	97	106	106	88	104	104
OC1CNC(=S)NC1	97	102	100	·	104	88	105	·
OC1Cc2ccccc2C1	103	83	104	96	99	98	98	101
CCc1c(C)c2cc3c(c(C)c2oc1=O)OCC(c1ccc(OC)cc1)=N3	·	97	101	93	106	84	·	112
O=[N+]([O-])c1c(O)c(CNCCCO)cc(CNCCCO)c1O	100	130	104	111	118	64	94	100
NC(=S)N/N=C1\c2ccccc2-c2c(F)c(F)c(F)c(F)c21	78	105	71	116	89	69	66	123
CC(C)CCNNCCC(C)C	95	109	98	105	101	78	110	109
Cc1c(C(=O)NO)sc2ncnc(Nc3cccc4[nH]cnc34)c12	93	·	102	114	102	81	99	101
N#Cc1c(-c2ccc(Cl)cc2)nc(SCC(=O)NNc2ncnc3ccccc23)n(Cc2ccccc2)c1=O	90	·	102	134	106	80	96	122
CC(=O)c1ccc(NC(=O)C(C)N2CCN(c3cc4c(cc3F)c(=O)c(C(=O)O)cn4C3CC3)CC2)cc1 (configuration not stated)	·	96	96	94	82	70	105	97
Cc1cc(Cl)c2c(N(C)C)cccc2n1	100	92	102	125	102	91	112	116
COc1cccc(/C=C/C(=O)c2ccccc2)c1	98	85	98	·	92	77	95	·
CC1(C)NC2=C(C(Nc3cccnc3)N1)C(c1ccc(O)cc1)C(C(=O)c1ccc(N=[N+]=[N-])cc1)O2 (configuration not stated)	95	109	97	109	101	75	114	125
COc1cccc(C(=O)Nc2cccc(C#Cc3cccc4[nH]nc(N)c34)c2)c1	52	·	72	96	80	56	51	-20*
Cc1cc(Sc2cc(C)cc(C(C)(C)C)c2O)c(O)c(C(C)(C)C)c1	70	105	76	106	82	68	77	86
O=C(CN1CCN(c2cc(=O)n(-c3ccccc3)c3ccccc23)CC1)Nc1nc(-c2ccccc2)cs1	61	66	82	98	89	42	64	77
Clc1ccc(OCc2nnc(-c3ccc(N4CCOCC4)cc3)o2)c(Cl)c1	88	103	92	109	105	69	92	102
CCCCC[C@H]1N=C(N)N[C@H]2CC[C@@H]1O2	102	101	96	89	98	93	95	109
O=C1NC(=O)c2cc(Cl)ccc21	63	87	92	91	99	81	94	95
CC(=O)Nc1ncc(Sc2ccc([N+](=O)[O-])cc2)s1	·	·	100	126	118	86	107	117
O=C(N/N=C/c1ccc(Cl)cc1Cl)c1ccc2nc(-c3ccc(Cl)cc3)[nH]c2c1	61	56	-37*	-4.3*	-42*	22	-20*	19

One compound at a time (already shown). Order of values: CAKI-1 | A498 | SN12C | TK-10 | 786-0 | UO-31 | ACHN | RXF 393
`CC(=O)c1ccc(NC(=O)C(C)N2CCN(c3cc4c(cc3F)c(=O)c(C(=O)O)cn4C3CC3)CC2)cc1` (configuration not stated) as listed: · | 96 | 96 | 94 | 82 | 70 | 105 | 97
`CCCCC[C@H]1N=C(N)N[C@H]2CC[C@@H]1O2` as listed: 102 | 101 | 96 | 89 | 98 | 93 | 95 | 109
`CC(=O)Nc1ncc(Sc2ccc([N+](=O)[O-])cc2)s1` as listed: · | · | 100 | 126 | 118 | 86 | 107 | 117
`O=C1NC(=O)c2cc(Cl)ccc21` as listed: 63 | 87 | 92 | 91 | 99 | 81 | 94 | 95
`COc1cccc(C(=O)Nc2cccc(C#Cc3cccc4[nH]nc(N)c34)c2)c1` as listed: 52 | · | 72 | 96 | 80 | 56 | 51 | -20*

Later entries
SMILES	CAKI-1	A498	SN12C	TK-10	786-0	UO-31	ACHN	RXF 393
CCCCCCCCCCCCCCCC(=O)OC[C@@]1(O)C[C@@]23CC[C@@H]4C(C)(C)CCC[C@@]4(C)[C@@H]2CC[C@H]1C3	74	98	94	100	28	85	106	·
Cn1ncc2ncc(-c3ccc4ncnc(N5CCc6cc(F)c(Cl)cc65)c4c3)cc21	65	27	80	71	81	40	61	71
CCCCCCC1N=C(N)N=C(N)N1c1cccc(Cl)c1 (configuration not stated)	100	83	27	68	22	93	54	·
CNC(=O)c1cc(Oc2cccc3nc(NC(=O)Nc4cc(C(F)(F)F)ccc4Cl)ccc23)ccn1	86	109	94	111	69	105	101	74
S=C(Nc1ccc(C2=NCCN2)cc1)Nc1ccc(C2=NCCN2)cc1	94	101	99	100	98	83	99	101
COc1cc(C(=O)NC(=S)Nc2csc(-c3ccc(F)cc3)n2)cc(OC)c1OC	92	110	97	134	104	69	96	105
C=C(C)[C@@H]1CC=C2c3sc(Cc4ccccc4C)nc3C[C@@H](C)[C@]2(C)C1	97	97	91	116	96	81	102	108
CCCCC(CC)C(=O)OC(C)C(=O)N(CCCC)CCCC (configuration not stated)	87	93	111	100	99	92	103	108
O=C(Cc1c(-c2ccccc2[N+](=O)[O-])n(-c2ncnc3c2c(-c2ccccc2)c(-c2ccccc2)n3Cc2ccccc2)[nH]c1=O)c1ccc(Cl)c(Cl)c1	9.0*	56	13	38	36	42	25	32
CCOC(=O)c1ccc(C(=O)O)cc1OC	102	·	97	105	107	97	101	108
COc1ccc(/C=C2/SC(=O)N(CC(=O)N3CCN(c4cc5c(cc4F)c(=O)c(C(=O)O)cn5C4CC4)CC3)C2=O)cc1	92	113	97	117	97	82	102	117
O=C(C[n+]1ccc2ccccc2c1)c1ccccc1	80&88	100&94	95&92	116&123	100&101	63&71	100&97	103&98
CCN1C(=S)N(c2ccccc2)C2N=c3s/c(=C4\C(=O)N(C(C)C)c5ccccc54)c(=O)n3NC21 (configuration not stated)	62	76	86	131	88	68	92	·

An excerpt from above in order of SMILES length, low to high.
SMILES	CAKI-1	A498	SN12C	TK-10	786-0	UO-31	ACHN	RXF 393
CCCCCCC1N=C(N)N=C(N)N1c1cccc(Cl)c1 (configuration not stated)	100	83	27	68	22	93	54	·
S=C(Nc1ccc(C2=NCCN2)cc1)Nc1ccc(C2=NCCN2)cc1	94	101	99	100	98	83	99	101
Cn1ncc2ncc(-c3ccc4ncnc(N5CCc6cc(F)c(Cl)cc65)c4c3)cc21	65	27	80	71	81	40	61	71
C=C(C)[C@@H]1CC=C2c3sc(Cc4ccccc4C)nc3C[C@@H](C)[C@]2(C)C1	97	97	91	116	96	81	102	108
COc1ccc(/C=C2/SC(=O)N(CC(=O)N3CCN(c4cc5c(cc4F)c(=O)c(C(=O)O)cn5C4CC4)CC3)C2=O)cc1	92	113	97	117	97	82	102	117
CCCCCCCCCCCCCCCC(=O)OC[C@@]1(O)C[C@@]23CC[C@@H]4C(C)(C)CCC[C@@]4(C)[C@@H]2CC[C@H]1C3	74	98	94	100	28	85	106	·

Only CAKI-1 and RXF 393, for 2 of the compounds above:
| structure | CAKI-1 | RXF 393 |
| --- | --- | --- |
| O=C(C[n+]1ccc2ccccc2c1)c1ccccc1 | 80&88 | 103&98 |
| CCN1C(=S)N(c2ccccc2)C2N=c3s/c(=C4\C(=O)N(C(C)C)c5ccccc54)c(=O)n3NC21 (configuration not stated) | 62 | · |
